KCNH2 3.1 inh = KCNH2 3.1 (human) potassium channel inhibition. activity change, % (tested at about 1.8 µM). U2OS KCNH2 3.1, thallium flux FluxOr; active compounds read low. 340,000 compounds, 0.95% hits. AID 720553;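 active = maximum activity change below -70%; inconclusive = maximum activity change from -70% to -50%; inactive = maximum activity change above -50%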;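 also: thallium influx rate constant from kinetic fluorescence after stimulation buffer; % is scaled to controls: 0 for no effect and ±100 for the full control effect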
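Thallium flux via FluxOr fluorescence (Red40 quencher, 45 min loading) in U2OS cells virally expressing the KCNH2 3.1 isoform (1.77 x 10^8 /mL virus, overnight at 37 C). Rate constants from 2-min kinetic reads post-stimulation, normalised to positive and negative controls.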
Integrin act MD = integrin-mediated muscular dystrophy alleviation activation; alpha7betagal myoblasts, beta-gal FDG fluorescence, 48 h; Potency, µM (titrated, usually from 38.3 µM), for inactives: at the top dose activation, usual class: activators; 350,000 compounds, 0.064% hits; AID 624291;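 also: potency is read from the fitted curve at half-maximal effect; 100% = response of the positive control SU9516; nearly all actives have a fitted effect of over 60% in size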
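Alpha7betagal+/- myoblasts (passage 13) were plated 16-24 hr, then exposed to compounds (1:260 dilution of DMSO stock) for 48 hours at 37C. After MPER lysis, β-galactosidase reporter activity was read as FDG fluorescence (ex 480/em 540) after 30 minutes.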
A-T KAP1 phos = potential ataxia-telangiectasia treatment; […] A-T fibroblasts, KAP-1 phosphorylation AlphaLISA; neocarzinostatin DNA damage 30 min before lysis; Potency, µM (titrated, usually from 57.5 µM), for inactives: at the highest dose activation, actives largely listed as activators; 320,000 compounds, 0.19% hits; also: potency is read from the fitted curve at half-maximal effect; % of control where 0% means no effect; nearly all actives have a fitted effect of over 45% in size
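hTERT-immortalized A-T patient fibroblasts ([…]), 500 cells/well in OPTI-MEM, 1% FBS, got compounds for 60 min, then NCS for 30 min at 37C. Lysates were then assayed for phospho-KAP-1 by AlphaLISA (anti-pKAP1 donor, anti-KAP1 acceptor beads), 6 hr at 25C.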
Coupling enz = inhibits coupling enzyme system, counter-screen for aldolase hits. 290,000 compounds, 0.67% hits. coupling enzyme system counterscreen, AmpLite Red fluorescence. activity change, negative = inhibition, % at 58.2 µM, hits read low. AID 2472; in the data active = activity change below about -30%; also: % is scaled to controls: 0 for no effect and ±100 for the full control effect
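Counterscreen of the coupled detection system alone, without aldolase: glyceraldehyde-3-phosphate coupling enzymes plus AmpLite Red readout. Compounds at 57.5 uM final, 10 min RT preincubation, 20 min RT reaction, fluorescence 525/598 nm.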
MLL CXXC-DNA inh = blocks binding of human MLL CXXC domain to DNA | Q03164 | Potency, µM (top dose mostly 115 µM), inactives show at the highest dose activity change, negative = inhibition, usual class: inhibitors | MLL-CXXC / FITC-HOXA9 DNA fluorescence polarization | 290,000 compounds, 0.037% hits | AID 2662; active = well fitted inhibition curve with a large enough effect in the polarisation, with a control signal flat, not every such curve was filed as active; inconclusive = small, poorly fitted or top-dose-only effect, or effect the other way, or a change in a side signal; inactive = no such curve, though single readings can be large or run the other way; the % refers to the polarisation; also: potency is read from the fitted curve at half-maximal effect
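Purified MLL-CXXC (added from a 7 uM solution) was preincubated 5 min at ambient with pinned compounds in 50 mM Tris-HCl pH 7.5, 50 mM NaCl, 1 mM DTT, 0.05% BSA. Fluorescein-labeled HOX-A9 DNA (50 nM solution) followed, 30 min, then polarization read.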
hERG WT inh = blocks the wildtype human KCNH2 potassium channel. Q12809. 340,000 compounds, 0.37% hits. activity change, % at 1.84 µM. U2OS, BacMam KCNH2, thallium flux FluxOr; active compounds read low;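 active = maximum activity change below -70%; inconclusive = maximum activity change between -70% and -50%; inactive = maximum activity change above -50%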; also: % is scaled to controls: 0 for no effect and ±100 for the full control effect
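U2OS cells transduced with wild-type KCNH2 virus are loaded with FluxOr dye for 45 min, and thallium flux is measured in kinetic reads before and after stimulation buffer. Rate constants are normalized to DMSO controls.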
GALK inhibitor = galactokinase (human) inhibition; Purified GALK, Kinase-Glo residual ATP luminescence; Potency, µM (titrated, usually from 57.5 µM), without a hit: at the highest dose activity change, negative = inhibition, hits mostly inhibitors; P51570; 270,000 compounds, 0.007% hits; also: potency is read from the fitted curve at half-maximal effect; % is scaled to controls: 0 for no effect and ±100 for the full control effect
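Compounds were pin-transferred into ATP buffer (35 uM final), then GALK plus galactose (5 nM, 100 uM final) was added. After 1 h at room temperature, Kinase-Glo Plus was added and luminescence read after 10 min.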
TRPV1 agonist = agonists of human vanilloid receptor 1 (TRPV1); Q8NER1; TRPV1-expressing cells, Fluo-8 calcium influx, agonist mode; activation, % at 8.33 µM; 320,000 compounds, 0.19% hits; in the data active = activation above about 80%; inconclusive = between about 30% and that limit; also: 0% is about no effect
Target sequence (Q8NER1 whole entry, looked up): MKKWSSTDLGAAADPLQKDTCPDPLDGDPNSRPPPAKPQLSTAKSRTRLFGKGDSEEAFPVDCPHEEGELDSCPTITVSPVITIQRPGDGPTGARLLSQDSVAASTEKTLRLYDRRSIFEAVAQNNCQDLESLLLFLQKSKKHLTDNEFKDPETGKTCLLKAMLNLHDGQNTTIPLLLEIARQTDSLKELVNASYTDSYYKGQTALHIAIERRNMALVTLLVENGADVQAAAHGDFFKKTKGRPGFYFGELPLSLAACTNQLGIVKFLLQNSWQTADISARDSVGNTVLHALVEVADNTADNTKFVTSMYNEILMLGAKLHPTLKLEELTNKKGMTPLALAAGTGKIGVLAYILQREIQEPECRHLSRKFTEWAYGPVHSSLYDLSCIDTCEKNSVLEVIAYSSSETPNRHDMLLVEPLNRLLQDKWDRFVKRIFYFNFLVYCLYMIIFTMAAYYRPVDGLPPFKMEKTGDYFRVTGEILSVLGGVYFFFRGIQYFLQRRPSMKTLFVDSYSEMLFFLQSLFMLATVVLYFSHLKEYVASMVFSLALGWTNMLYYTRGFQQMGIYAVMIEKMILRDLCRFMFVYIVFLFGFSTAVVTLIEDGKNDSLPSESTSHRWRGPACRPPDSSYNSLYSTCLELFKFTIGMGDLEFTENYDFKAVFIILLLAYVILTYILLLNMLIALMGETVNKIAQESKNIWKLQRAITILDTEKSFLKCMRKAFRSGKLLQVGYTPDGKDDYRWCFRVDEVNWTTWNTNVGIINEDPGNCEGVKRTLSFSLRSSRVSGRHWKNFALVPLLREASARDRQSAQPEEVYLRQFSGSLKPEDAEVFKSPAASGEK
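Fluo-8 calcium influx in TRPV1-expressing cells, kinetic read (ex 480/em 520 nm). Compound added and read 3 min for agonist activity, followed by capsaicin at EC20 final and 2 min further read for enhancement.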
MBNL1 CUG block = MBNL1-poly(CUG) RNA binding inhibition; Q9NR56; TR-FRET MBNL1-His/biotin-(CUG)12 binding, 665/545 ratio; Potency, µM (titrated, usually from 57.5 µM), for inactives: top-dose activity change, negative = inhibition, hits mostly inhibitors; 280,000 compounds, 0.036% hits; AID 2675; active = well fitted inhibition curve with a large enough effect in the signal ratio, with a control signal flat, not every such curve was filed as active; inconclusive = small, poorly fitted or top-dose-only effect, or effect the other way, or a change in a side signal; inactive = no such curve, though single readings can be large or run the other way; the % refers to the signal ratio; also: potency is read from the fitted curve at half-maximal effect; % is scaled to controls: 0 for no effect and ±100 for the full control effect
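TR-FRET between His-tagged MBNL1 and biotin-(CUG)12 RNA, detected with Tb anti-His antibody (0.055 ng/ul) and streptavidin-XL665 (5 nM), 60 min at room temperature. Compounds titrated 92 nM to 58 uM; 665/545 nm ratio normalized to buffer and complex controls.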
ASM inhibitor = blocks human secretory acid sphingomyelinase. P17405. placental ASM, HMU-PC fluorogenic substrate, 60 min. Potency, µM (titrated, usually from 57.5 µM), inactives show at the top dose activity change, negative = inhibition, usual class: inhibitors. 340,000 compounds, 0.006% hits. AID 504937; also: potency is read from the fitted curve at half-maximal effect
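HMU-PC0 cleavage (9 uM final) by human placental ASM, 60 min at 37 °C following 10 min compound exposure at RT; stopped at pH 10, fluorescence Ex 386/Em 447 nm.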
* marks the source's active call; other numbers are inactive results; ? = inconclusive; · = no result given; [ ] = another dose, or the depositor's remark. Unless noted, calls follow the shape of the dose curve; as a rule, active = well fitted curve in the direction sought with a large enough effect; inconclusive = small, poorly fitted or top-dose-only effect, or another doubt; inactive = no such curve, though single readings can be large; an effect the other way counts as inactive or inconclusive.

SMILES | KCNH2 3.1 inh | Integrin act MD | A-T KAP1 phos | Coupling enz | MLL CXXC-DNA inh | hERG WT inh | GALK inhibitor | TRPV1 agonist | MBNL1 CUG block | ASM inhibitor
CCN(CC)C(=O)c1[nH]cnc1C(=O)Nc1ccon1 | 1 | 15% | 17% | · | · | -6 | · | 2 | · | 1%
O=C(N/N=C/c1cccc(O)c1)NC1CCCCC1 | -2 | -10% | 5% | 2 | 2% | -7 | 8% | 2 | 1% | -4%
O=C(Nc1ccc(S(=O)(=O)Nc2ncccn2)cc1)c1cccc(S(=O)(=O)N2CCCC2)c1 | -13 | 2% | -24% | 7 | 4% | 2 | 0% | 10 | -8% | -3%
O=c1c2ccccc2nc2n1CCN2Cc1ccc(Cl)cc1 | 2 | -13% | -13% | 1 | -1% | 1 | 0% | 21 | -6% | -2%
C=CCn1c(SCC(=O)NC2CCCCC2)nnc1-c1sc(N)nc1C | 2 | 9% | -4% | 1 | 2% | 27 | 0% | 2 | -5% | -2%
CCCC1=C(C(=O)OCC)C(c2ccc(N(C)C)cc2)n2ncnc2N1 (stereo not drawn) | -9 | -19% | 2% | -6 | 4% | 4 | 5% | 8 | -6% | 132%[activator]
Cc1ccc(C)c(S(=O)(=O)N2CCCCC2CCNC(=O)C(=O)NCc2cccnc2)c1 (stereo not drawn) | -2 | 2% | -1% | · | · | 2 | · | 12 | · | 2%
COC(=O)C(NC(=O)c1ccccc1)(Nc1cc(C)cc(C)n1)C(F)(F)F (stereo not drawn) | 3 | -33% | · | 2 | -15% | 5 | -4% | 4 | 22% | -2%
Cc1cccc(-c2nc(C#N)c(N3CCCCCC3)o2)c1 | -13 | -16% | 12% | 1 | 5% | 29 | -1% | 19 | 3% | 1%
CCn1c(COc2ccc(=O)n(-c3ccccc3)n2)nnc1SCc1ccc(C)cc1 | 20 | -16%[7.66 µM] | 12% | -1 | -3% | -15 | 0% | 2 | -8% | 2%
CC1CN2C(c3ccc([N+](=O)[O-])cc3)=CSC2=N1 (stereo not drawn) | 12 | -15% | 5% | 1 | 1% | 2 | 6% | -1 | ? | -3%
Cc1c(C(=O)N2CCN(C3CCS(=O)(=O)C3)CC2)oc2c(F)cccc12 (stereo not drawn) | 24 | -5% | 4% | · | · | -5 | · | 0 | · | 1%
Cc1ccccc1OCC(O)CN1CCC(C)CC1 (stereo not drawn) | -80* | 9% | -4% | 1 | -2% | 11 | -1% | 2 | -8% | 8%
S=C(N/N=C/c1ccccc1)N1CCOCC1 | 1 | -41% | 11% | 2 | -3% | -1 | 3% | 0 | 16% | 4%
CCOC(=O)Cn1c(O)c(N=NC(=O)OC)c2ccccc21 | 12 | -22% | 10% | 2 | -1% | 2 | 4% | 1 | 24% | -2%
COc1ccccc1NS(=O)(=O)c1ccc(Cl)c(NC(=O)C(C)N2C(=O)c3ccccc3C2=O)c1 (stereo not drawn) | -7 | 1% | 0% | -3 | -5% | -2 | 2% | -2 | 14% | -4%
COc1cccc(S(=O)(=O)Nc2noc3ccccc23)c1 | -4 | 38% | -13% | 7 | 3% | -10 | 0% | -1 | -9% | 2%
Cc1noc(C)c1COC(=O)Cc1ccc(Cl)c(Cl)c1 | -16 | 21% | 12% | -3 | 9% | -15 | -1% | 12 | 1% | -2%
CN(Cc1cccc(F)c1)C(=O)c1ccc(NS(=O)(=O)c2ccc3[nH]c(=O)[nH]c3c2)cc1 | -2 | 17% | -3% | · | · | -4 | · | -2 | · | -1%
CCOC(=O)C1=C(C)N(CCCC(=O)O)C(=O)NC1c1ccc([N+](=O)[O-])cc1 (stereo not drawn) | -13 | 2% | -11% | 2 | 17% | 0 | · | -2 | ? | 5%
Cn1c(SCC(=O)Nc2ccccc2)nnc1C(F)(F)F | 7 | 22% | 0% | 1 | 5% | · | -3% | 1 | 2% | -2%
CC(C)(C)N1CC(C(=O)O)CC1=O (stereo not drawn) | -15 | 24% | 0% | 0 | 6% | 2 | 0% | 2 | -4% | -3%
CCCC(CCC)n1[nH]c(=O)c2c(C)cc(C)nc21 | ? | 5% | · | -13 | -19% | 27 | 1% | 6 | -6% | 1%
Cc1cc(NC(=O)CN2CCCCC2)no1 | -16 | 4% | -6% | 0 | 9% | 1 | 9% | -2 | · | -1%
Cc1cccc(C(=O)OCC(=O)Nc2ccccc2C(=O)NC2CC2)c1 | -2 | 5% | 3% | · | · | -9 | · | 23 | · | 0%

(list continues)
SMILES | KCNH2 3.1 inh | Integrin act MD | A-T KAP1 phos | Coupling enz | MLL CXXC-DNA inh | hERG WT inh | GALK inhibitor | TRPV1 agonist | MBNL1 CUG block | ASM inhibitor
Cc1ccc(C(=O)N/C(=C\c2ccc3c(c2)OCO3)C(=O)Nc2ccc(C(=O)O)cc2)cc1 | -6 | -23% | -26% | 6 | 0% | 7 | 1% | -3 | 15% | 2%
C=CCNC(=O)c1ccccc1NC(=O)c1ccccc1SC | -3 | -13% | 0% | 3 | -18% | -6 | 3% | 5 | -3% | 3%
COc1ccccc1C(=O)N/C(=C\c1ccc(Br)cc1)C(=O)N1CCCC1 | 7 | -27% | -12% | 2 | 4% | 2 | -1% | 13 | 2% | 5%
O=C(CSCc1ccc(Cl)cc1Cl)Nc1ccc(O)cc1C(=O)O | -19 | -29% | 7% | 9 | -2% | -8 | -6% | -4 | -8% | 14%
O=C(Nc1ccc(F)cc1F)N1CCCN(c2ccc(C(F)(F)F)cn2)CC1 | 2 | -6% | -5% | 0 | -7% | -2 | 1% | ? | 4% | -4%
Cc1ccc(C)c(NC(=O)CSc2nc3ccc(N4C(=O)c5ccccc5C4=O)cc3s2)c1 | 11 | 12% | -3% | 1 | 2% | 21 | 2% | 3 | · | 0%
COc1ccc(C2=Nn3c(nnc3-c3ccccc3)SC2)cc1OC | 17 | 7% | 1% | 3 | 4% | -23 | 1% | 6 | 7% | 2%
Cc1c(C(=O)N2CCN(S(=O)(=O)c3ccccc3)CC2)oc2ccccc12 | 3 | 11% | 0% | · | · | 1 | · | 19 | · | ·
Cc1cc(=O)n(Cc2ccccc2)c2ccccc12 | -28 | 6% | 0% | 4 | 5% | -3 | 10% | 3 | -4% | -2%
CC(C)(C)n1ncc2c(=O)n(CC(=O)N3CCN(c4ccccc4)CC3)cnc21 | -4 | 17% | -1% | 0 | 1% | 6 | 2% | -2 | -1% | -4%
CCC(C)(C)NC(=O)C1CC(=O)N(CCc2ccc(F)cc2)C1 (stereo not drawn) | 1 | 4% | -4% | 0 | -3% | -2 | -2% | -1 | -5% | 7%
O=C(COC(=O)c1ccc(Cl)cc1[N+](=O)[O-])NC(=O)c1ccccc1 | 18 | -12% | -2% | 2 | 3% | 19 | -8% | 15 | ? | -2%
CCCS(=O)(=O)c1c(S(=O)(=O)CCC)c2ccc(C(N)=O)cn2c1C(=O)c1ccc(OC)cc1 | 20 | 42% | -6%[11.5 µM] | -1 | ? | -3 | 0% | -3 | 36%[activator] | -4%
CCOc1ccc(NC(=O)c2c(NC(=O)CN3CCN(C)CC3)sc3c2CCC3)cc1 | · | · | 1% | -2 | -5% | · | -3% | 4 | -1% | ·
c1ccc(Nc2c(-c3ccco3)nc3ccccn23)cc1 | 1 | 18% | 3% | 1 | 12% | -2 | 1% | -3 | · | 256%[activator]

Structures listed so far containing a CF3 group:
SMILES | KCNH2 3.1 inh | Integrin act MD | A-T KAP1 phos | Coupling enz | MLL CXXC-DNA inh | hERG WT inh | GALK inhibitor | TRPV1 agonist | MBNL1 CUG block | ASM inhibitor
COC(=O)C(NC(=O)c1ccccc1)(Nc1cc(C)cc(C)n1)C(F)(F)F (stereo not drawn) | 3 | -33% | · | 2 | -15% | 5 | -4% | 4 | 22% | -2%
Cn1c(SCC(=O)Nc2ccccc2)nnc1C(F)(F)F | 7 | 22% | 0% | 1 | 5% | · | -3% | 1 | 2% | -2%
O=C(Nc1ccc(F)cc1F)N1CCCN(c2ccc(C(F)(F)F)cn2)CC1 | 2 | -6% | -5% | 0 | -7% | -2 | 1% | ? | 4% | -4%

A draw from above in order of length of the SMILES, rising.
SMILES | KCNH2 3.1 inh | Integrin act MD | A-T KAP1 phos | Coupling enz | MLL CXXC-DNA inh | hERG WT inh | GALK inhibitor | TRPV1 agonist | MBNL1 CUG block | ASM inhibitor
Cc1cc(=O)n(Cc2ccccc2)c2ccccc12 | -28 | 6% | 0% | 4 | 5% | -3 | 10% | 3 | -4% | -2%
O=c1c2ccccc2nc2n1CCN2Cc1ccc(Cl)cc1 | 2 | -13% | -13% | 1 | -1% | 1 | 0% | 21 | -6% | -2%
CCOC(=O)C1=C(C)N(CCCC(=O)O)C(=O)NC1c1ccc([N+](=O)[O-])cc1 (stereo not drawn) | -13 | 2% | -11% | 2 | 17% | 0 | · | -2 | ? | 5%
